Screening results as filed in PubChem BioAssay.
SENP6 inh = SENP6 protease inhibitors, primary screen, biochemical, luminescence, uHTS; inhibition, % at 10 µM; 1.8% of 330,000 active; Recombinant SENP6 catalytic domain, aminoluciferin luminescence;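 active = inhibition above about 50% at the single tested dose, limit read from the data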;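 also: plate controls were DMSO wells with enzyme for no effect and DMSO wells lacking enzyme for full effect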
Target sequence (Q9GZR1 628-1112 limits assumed): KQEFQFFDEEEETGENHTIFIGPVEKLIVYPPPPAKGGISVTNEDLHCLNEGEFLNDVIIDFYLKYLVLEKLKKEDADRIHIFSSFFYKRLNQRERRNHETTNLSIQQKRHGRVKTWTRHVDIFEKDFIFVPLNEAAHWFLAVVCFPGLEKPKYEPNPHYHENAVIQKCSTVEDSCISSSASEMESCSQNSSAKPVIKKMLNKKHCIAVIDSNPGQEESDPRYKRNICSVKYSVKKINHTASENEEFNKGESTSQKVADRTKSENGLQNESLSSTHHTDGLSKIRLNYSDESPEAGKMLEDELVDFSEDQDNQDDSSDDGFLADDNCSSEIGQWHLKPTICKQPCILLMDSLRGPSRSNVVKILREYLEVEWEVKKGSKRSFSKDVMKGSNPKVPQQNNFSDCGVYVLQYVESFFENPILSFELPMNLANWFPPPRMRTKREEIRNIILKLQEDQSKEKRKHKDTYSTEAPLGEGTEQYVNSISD
SENP8 block-1 = SENP8 protease inhibitors, primary screen, biochemical, luminescence; purified SENP8, Z-RLRGG-aminoluciferin cleavage; inhibition, % at 10 µM; 1.2% of 330,000 active; AID 2540, 2010; in the data active = inhibition above about 50%
Target sequence (Q96LD8 whole entry, looked up): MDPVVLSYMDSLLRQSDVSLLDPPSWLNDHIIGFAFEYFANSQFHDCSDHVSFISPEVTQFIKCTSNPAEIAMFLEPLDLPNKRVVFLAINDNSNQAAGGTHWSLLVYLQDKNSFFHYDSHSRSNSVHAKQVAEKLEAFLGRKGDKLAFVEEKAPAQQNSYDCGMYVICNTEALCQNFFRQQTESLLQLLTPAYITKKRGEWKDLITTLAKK
Apaf1 inhib = inhibitors of human Apaf-1 apoptosome, primary screen, biochemical, DEVD-Rh110 fluorescence, uHTS; Apoptotic protease-activating factor 1 (Homo sapiens), O14727; reconstituted apoptosome caspase-3 activity; inhibition, % at 20 µM; 0.71% of 330,000 active; active = inhibition of at least 40% at 20 µM;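 also: plate controls were DMSO wells for no effect and DEVD-CHO caspase inhibitor wells for full effect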
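System: reconstituted apoptosome with Apaf-1, cytochrome c, caspase-9, procaspase-3, dATP; Signal: Rh110 fluorescence intensity; Schedule: 30 min compound preincubation, 50 min activation, room temperature; Reagent: cytochrome c trigger plus (Z-DEVD)2-Rh110 caspase-3 substrate.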
SENP7 inh = SENP7 protease inhibitors, primary screen, biochemical, luminescence, uHTS. Sentrin-specific protease 7 (Homo sapiens), Q9BQF6. recombinant SENP7, Z-RLRGG-aminoluciferin luminescence, 40 min. inhibition, % at 5 µM. 1.5% of 330,000 active;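 active = inhibition above about 50% at the single test dose, limit read from the data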;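 also: plate controls were DMSO with enzyme for no effect and no enzyme buffer wells for full effect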
PfG6PD inh = PfG6PD enzyme inhibitors, primary screen, biochemical, fluorescence intensity, uHTS | 0.78% of 350,000 active | PfGluPho enzyme, NADPH resazurin-diaphorase fluorescence | glucose-6-phosphate dehydrogenase-6-phosphogluconolactonase (Plasmodium falciparum 3D7) | inhibition, % at 20 µM;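 active = inhibition reaching at least a set limit at 20 µM in the primary screen, cut at about 59% in these data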;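 also: 0% = DMSO wells with substrate and 100% = DMSO wells lacking glucose-6-phosphate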
HKDC1 inh = HKDC1 hexokinase inhibitors, primary screen, biochemical, fluorescence, uHTS. Q2TB90. recombinant HKDC1, G6PDH/diaphorase resazurin coupled fluorescence. inhibition, % at 20 µM. 0.16% of 340,000 active. AID 493160, 2011;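 active = inhibition above about 35% when tested at 20 µM, limit read from the data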;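 also: plate controls were DMSO wells with enzyme for no effect and DMSO wells lacking enzyme for full effect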
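Test system: HK5 enzyme. Quantity: 5 µg/mL HK5 final. Reagent: glucose and ATP substrates. Schedule: 90 min reaction incubation at room temperature, dark. Technique: resazurin-to-resorufin fluorescence via G6PDH and diaphorase coupling, 525/613 nm. Control set: DMSO wells with and without enzyme mix.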
SENP8 block-2 = human SENP8 protease inhibitors, primary screen, biochemical, fluorescence, Nedd8 protein substrate, uHTS. recombinant SENP8. inhibition, % at 20 µM. 0.64% of 360,000 active. AID 602440, 2012; in the data active = inhibition mostly above about 40%, no sharp cut-off; inactive = mostly below about 27%
SENP1 inh = human SENP1 catalytic domain inhibitors, primary screen, biochemical, FRET, uHTS. 0.21% of 360,000 active. recombinant SENP1 catalytic domain, CyPet-SUMO1-YPet FRET cleavage. inhibition, % at 10 µM. Sentrin-specific protease 1 (Homo sapiens), Q9P0U3;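 active = inhibition at least 30% at 10 µM, raw YFP signal under a set limit, fluorescence ratio 0.5 to 1.5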;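 also: 0% = enzyme with DMSO and 100% = no enzyme wells; some results filed as inactive read as strong as hits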
Target sequence (Q9P0U3 419-644 limits assumed): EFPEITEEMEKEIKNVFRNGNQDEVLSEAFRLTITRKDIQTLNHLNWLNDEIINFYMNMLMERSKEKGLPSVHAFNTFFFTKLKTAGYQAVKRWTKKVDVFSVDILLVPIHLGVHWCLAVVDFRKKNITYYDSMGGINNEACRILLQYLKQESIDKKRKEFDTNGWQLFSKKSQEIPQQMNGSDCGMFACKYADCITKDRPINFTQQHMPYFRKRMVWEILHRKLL
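Material – human SENP1 catalytic domain · Input – SENP1 enzyme, 20 pM final · Compound dosing – single concentration of 10 µM compound, 0.5% DMSO final · Timing – enzyme reaction for 50 min at room temperature, dark · Measured by – FRET fluorescence in CFP and YFP emission channels · Control set – no-enzyme wells low, DMSO-plus-enzyme wells high control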
* hit, by the source's call; x = not tested or not shown. Rows were taken by chance; about 3.6% have a hit in one of these screens.

Under each structure – SENP6 inh	SENP8 block-1	Apaf1 inhib	SENP7 inh	PfG6PD inh	HKDC1 inh	SENP8 block-2	SENP1 inh
> COc1ccc(C(=O)CSc2nnc(-c3ccccn3)n2Cc2ccco2)cc1
→ 4	-5	22	-3	33	7	-9	-1
> CCOC(=O)N1CCN(C(=O)CSCc2ccc(Br)cc2)CC1
→ -43	-1	2	1	-2	1	17	0
> CCOc1ccc(-c2nc(C#N)c(NCc3ccco3)o2)cc1
→ 5	-4	16	8	1	-3	-373	0
> CCn1ccnc1C(O)c1cccc(OC)c1 (configuration not stated)
→ -12	-4	2	-2	16	4	12	1
> Cc1ccc2oc(C(=O)NCCC3CCCCO3)c(C)c2c1 (configuration not stated)
→ 25	9	16	32	-10	0	5	2
> Cc1nc2sccn2c1-c1nc(-c2cc3ccccc3o2)cs1
→ -6	-1	17	-1	15	-1	-73	7
> O=C(O)c1cc(S(=O)(=O)NC(Cc2c[nH]c3ccccc23)C(=O)O)ccc1Cl (configuration not stated)
→ 0	3	8	0	0	-12	0	-25
> CCOC(=O)C1(Cc2cccc(OC)c2)CCN(Cc2ccccc2OC)CC1
→ -3	-12	10	-5	1	-10	8	0
> CCc1c(C(=O)N/N=C/c2cn[nH]c2-c2ccc(F)cc2)csc1C
→ -15	-7	15	-2	34	-2	7	-1
> O=C(c1ccc(NC2=NC3CS(=O)(=O)CC3S2)cc1)N1CCN(c2ccc(F)cc2)CC1 (configuration not stated)
→ 3	-12	3	7	-9	-8	10	2
> CC(=O)N1CCc2c(sc(NC(=O)Cc3ccccc3)c2C#N)C1
→ -6	-9	-3	2	3	-7	17	-1
> O=[N+]([O-])c1ccc(Cl)cc1N1CCOCC1
→ -8	-8	9	7	0	-5	24	3
> C=C1c2ccccc2O[C@H](C(=O)OCC)[C@H]1OC
→ x	x	2	0	8	19	-54	-1
> CCn1cc(C(=O)OCC(=O)c2cc(C)n(-c3ccccc3)c2C)c(=O)c2ccc(C)nc21
→ 1	1	15	1	-8	-3	12	-2
> COC(=O)c1c(NC(=O)CC2NCCNC2=O)sc2c1CCCC2 (configuration not stated)
→ -6	-2	-4	4	2	0	-24	-2
> Cc1ccc(C2C3C(=O)N(c4ccccc4)C(=O)C3N3CCCN23)cc1 (configuration not stated)
→ -12	-4	2	-8	-15	-3	14	-1
> COc1cc(C(C[N+](=O)[O-])c2c(C)[nH]c3ccccc23)ccc1O (configuration not stated)
→ 15	2	2	10	3	-3	-10	-18
> CC1(C)NC(=S)NC1=S
→ x	x	x	x	-9	-3	1	-2
> O=C(C[n+]1cc(Br)cc(Br)c1)c1ccc(-c2ccccc2)cc1
→ -2	-1	20	7	-19	8	5	-7
> CC(C)CC(OC(=O)c1ccco1)C(=O)NCC1CCCO1 (configuration not stated)
→ -13	-3	-5	-5	-5	-4	6	0
> Cc1ccc(OCC(=O)Nc2nnc(S(=O)(=O)N3CCC(C)CC3)s2)cc1
→ -6	6	12	3	-6	8	-33	-14
> O=C(CCNS(=O)(=O)c1ccc(Br)s1)NCc1ccc(F)cc1
→ -11	-4	3	-5	-3	-9	5	-1
> CCN1CCN(Cc2ccc(NC(=O)Nc3ccccc3Cl)cc2)CC1
→ -1	-9	2	-2	10	-4	13	0
> COc1ccc2oc(C(=O)Nc3ccccc3N3CCOCC3)c(C)c2c1
→ -20	-12	0	-24	-13	-2	-65	-31
> O=C(COc1ccc(/C=N/NC(=O)c2ccncc2)cc1)Nc1ccc([N+](=O)[O-])cc1
→ -17	10	-13	-6	5	-5	-11	3
> Cc1cc(C(=O)CCl)c(C)n1CCc1ccccc1
→ -3	-4	10	-10	-2	24	x	x
> C=CCN1c2ccc(Br)cc2C(=O)CS1(=O)=O
→ -2	-3	3	9	6	6	-1	4
> Cc1cccc(Nc2nc(N)nc(CCl)n2)c1C
→ -11	-11	-26	-8	0	-1	12	-7
> COc1ccccc1N1CCN(c2ccc(N3C(=O)CCC3=O)cc2[N+](=O)[O-])CC1
→ 9	-1	-4	-8	-12	-9	34	1
> CCOc1ccc(NS(=O)(=O)c2ccc(C(=O)N3CCCC3)cc2)cc1
→ -16	-6	6	-10	-21	2	2	0
> COc1ccc(CNC(=O)CSc2nnc3c(n2)[nH]c2ccc(C)cc23)cc1
→ 6	16	4	7	9	10	-1	0
> CC(C)CN(CC(C)C)C(=O)C12CCC(C)(C(=O)O1)C2(C)C (configuration not stated)
→ 9	0	7	6	-3	-6	12	1
> CCCc1nc2oc3c(NCC(C)O)ncnc3c2c2c1CCCC2 (configuration not stated)
→ -10	9	1	6	8	7	-272	1
> O=C(CN1C(=O)NC(Cc2c[nH]c3ccccc23)C1=O)NCCc1ccccc1 (configuration not stated)
→ -18	-10	-1	-9	4	-6	10	0
> FC(F)(F)c1ccc(-c2nc(=S)[nH][nH]2)cc1
→ -21	-12	7	-7	23	-4	14	2
> Cc1ccc(S(=O)(=O)Nc2ccccc2C(=O)Nc2nc(-c3ccc(F)cc3)cs2)cc1
→ 7	3	16	4	-18	23	-301	-11
> O=C(C(=O)c1cc(Br)ccc1O)c1cc(Br)ccc1O
→ x	x	x	x	-38	-2	12	3
> COc1ccc(OC)c(NC(=O)N2CCc3ccccc3C2)c1
→ -9	3	5	-1	4	0	11	0
> COc1ccccc1CN1CCCC(CNC(=O)c2cccc3ccccc23)C1 (configuration not stated)
→ -11	-7	8	-8	5	-5	8	-4
> CCOC(=O)CC(=O)CSc1ccc2nnc(-c3ccc(C)cc3)n2n1
→ 11	8	5	5	-3	-6	-127	-1
> CCOc1ccc(NC(=S)NNC(=O)c2cc(Br)ccc2Cl)cc1
→ -4	-11	8	4	-16	0	-7	2
> CCC1(c2ccccc2)NC(=O)N(CC(=O)Nc2cccnc2Cl)C1=O (configuration not stated)
→ -8	-6	15	2	-11	-6	-4	-3
> CC(=O)NC(CC(=O)NC1CCCCC1)c1ccccc1 (configuration not stated)
→ -2	-6	0	3	0	-11	12	3
> Cc1ccc(NC(=O)C(C)OC(=O)Cc2c[nH]c3ccccc23)cc1S(=O)(=O)N1CCOCC1 (configuration not stated)
→ -1	-3	13	3	-7	4	-16	0
> COc1ccc(N2CCN(Cc3cc(=O)oc4cc(C)c(Cl)c(C)c34)CC2)cc1
→ -8	-1	4	18	-8	1	36	-1
> COc1ccc(NC(=O)C2COc3ccccc3O2)cc1S(=O)(=O)N1CCOCC1 (configuration not stated)
→ -7	-1	-2	-8	-5	-7	5	3
> CCOc1ccc(/C=N/NC(=O)Nc2ccccc2)cc1
→ -36	-7	0	27	10	-2	15	2
> Cc1ccc(OCC(=O)Nc2cc(S(=O)(=O)N3CCCCC3)ccc2C)c([N+](=O)[O-])n1
→ -7	-8	17	2	-4	-8	4	-2
> CC(C(=O)NCc1cccs1)N1C(=O)c2ccccc2C1=O (configuration not stated)
→ 5	3	7	5	8	-1	18	1
> Cc1ccc2nc(/C(C#N)=C\c3ccc(N4CCOCC4)o3)[nH]c2c1
→ 22	6	44*	4	25	11	-194	-18

Carrying on.
Under each structure – SENP6 inh	SENP8 block-1	Apaf1 inhib	SENP7 inh	PfG6PD inh	HKDC1 inh	SENP8 block-2	SENP1 inh
> CN1CCN(S(=O)(=O)c2cccc(C(=O)N(Cc3ccccc3)c3ccccc3)c2)CC1
→ -8	-6	2	-10	-5	-4	13	1
> Cc1nc(=O)c(-c2ccccc2)c(C)n1-c1ccccc1
→ 5	-1	-5	-1	-20	-2	19	4
> CC(=O)Nc1ccc(C(=O)COC(=O)CCc2ccccc2)c(F)c1
→ -2	-7	0	-12	-15	5	-1	-1
> CCOC(=O)C1=C(COC(=O)C2CC(=O)N(c3ccc(C)cc3)C2)NC(=O)NC1C (configuration not stated)
→ 8	11	-1	1	9	-2	4	0
> CCc1ccc(/C=N/NC(=O)c2nnn(-c3nonc3N)c2CN2CCc3ccccc32)cc1
→ 7	7	8	1	15	-3	6	-2
> O=C1C(=O)N(CCOCCO)C(c2ccccn2)/C1=C(\O)c1ccccc1 (configuration not stated)
→ -13	-5	7	-6	-5	-3	11	0
> CC(c1ccccc1)N1CC(C(=O)NC2CCCC2)CC1=O (configuration not stated)
→ -16	2	0	4	-8	-8	14	1
> COC(=O)c1ccccc1NC(=S)NC(=O)c1ccccc1C
→ 7	-3	-15	1	0	1	-88	1
> COc1ccc(CC(=O)Nc2ccc(S(=O)(=O)N3CCC(C)CC3)cc2)c(OC)c1
→ -12	6	4	5	12	4	3	-1
> NC(=O)C1c2ccccc2CSc2ccccc21 (configuration not stated)
→ -9	-3	-8	2	5	7	1	-1
> COc1ccc(CC(=O)Nc2ccc(S(=O)(=O)Nc3cc(C)on3)cc2)cc1
→ -7	-2	-1	14	-7	-2	-4	1
> CCC1(c2ccccc2)NC(=O)N(CC(=O)Nc2ccc(S(N)(=O)=O)cc2)C1=O (configuration not stated)
→ 7	3	-2	4	10	-4	-9	0
> Cc1ccc2c(c1)-n1c(nc3ccccc3c1=O)C(Cc1ccccc1)NC2=O (configuration not stated)
→ -19	5	10	0	x	x	x	x
> COc1ccc(-c2noc(C3CCCN(C(=O)CCc4ccccc4)C3)n2)cc1 (configuration not stated)
→ 6	3	11	7	-2	-8	14	1
> CC(=O)Nc1ccc(OCCC[n+]2ccccc2)cc1
→ 0	0	0	9	-3	-8	18	1
> Cc1cccc(CNc2ccc(C(CC(N)=O)NC(=O)c3ccccc3)cc2[N+](=O)[O-])c1 (configuration not stated)
→ -7	1	10	4	-14	-1	20	4
> N/C(Cc1cccs1)=N\OC(=O)COc1ccc(Cl)cc1Cl
→ 7	-9	10	5	2	-2	7	2
> O=C(COC(=O)c1cccc(S(=O)(=O)NCc2ccccc2)c1)c1ccccc1
→ 8	1	19	6	8	20	9	3
> NC(=O)C1CCN(C(=O)C2CCN(S(=O)(=O)c3ccccc3)CC2)CC1
→ 2	6	-10	-4	3	-8	8	0
> Cc1nnc(C)c2c(C)n(Cc3ccc4c(c3)OCO4)c(C)c12
→ 0	-2	-2	-4	12	-8	-201	-29
